Screening results (PubChem BioAssay)
Sm TGR block: S. mansoni TGR enzyme inhibition | AID 485364 | Q962Y6 | 360,000 compounds, 3% hits | purified TGR, DTNB reduction, TNB absorbance 405 nm | Potency, µM (series often up to 114 µM), for inactives: at the top dose activity change, negative = inhibition, actives largely listed as inhibitors; also: nearly all actives have a fitted effect of over 60% in size
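TGR 20 nM + NADPH 100 uM (dispensed conc.), cpd preinc 15 min RT; start with NADPH (500 uM addition) then DTNB (15 mM addition). Kinetic TNB absorbance, 405 nm filter. Four-parameter Hill fit across titration.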
Pf growth 96h: P. falciparum growth inhibition at 96 hours; 320,000 compounds, 6.9% hits; P. falciparum luciferase reporter growth, 96 h; Potency, µM (top dose mostly 28.7 µM), without a hit: top-dose activity change, negative = inhibition, usual class: inhibitors
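P. falciparum expressing integrated firefly luciferase grown in erythrocytes (2% hematocrit, 0.05% parasitemia final) with compounds for 96 hours at 37 C, 5% CO2. Growth inhibition read as loss of luminescence after adding luciferase detection reagent.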
Tb PYK inh: inhibitors of Trypanosoma brucei pyruvate kinase | TbPYK enzyme, Kinase-Glo Plus ATP luminescence, 45 min | Potency, µM (doses to about 76.8 µM), for inactives: at the highest dose activity, negative = inhibition, usual class: inhibitors | 410,000 compounds, 0.12% hits | AID 624173; also: nearly all actives have a fitted effect of over 50% in size
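ADP (130 uM final) triggers the TbPYK reaction after compound addition; incubation is 45 min at room temperature. Kinase-Glo Plus is then added and luminescence imaged. Normalized data are fitted to concentration-effect curves.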
HCV inhibitor: blocks hepatitis C virus | Potency, µM (top dose mostly 41.8 µM), for inactives: at the top dose activity change, negative = inhibition, hits mostly inhibitors | 340,000 compounds, 3.4% hits | Huh7.5.1 HCVcc-Cre infection, luciferase reporter, 44 h | AID 651820
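Reporter virus HCVcc-Cre (~0.5 moi) infects cells exposed to compound; seeding density 1,000 cells/well with 4 h settling beforehand. Luminescence, 15 sec read, taken 44 h post-infection following a 15 min RT substrate incubation.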
Pf growth 48h: P. falciparum growth inhibition at 48 hours (one generation); P. falciparum luciferase growth in erythrocytes, 48 h; 310,000 compounds, 5.9% hits; Potency, µM (series often up to 28.7 µM), without a hit: at the top dose activity change, negative = inhibition, usual class: inhibitors
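Parasite viability was followed by luminescence of a genomically integrated firefly luciferase. Cultures held 0.1% parasitemia at 2% hematocrit (final), incubated under 5% CO2 at 37 C.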
LmPK inhibitor: LmPK (Leishmania mexicana) enzyme inhibition | AID 1721 | Q27686 | purified LmPK, Kinase-Glo ATP luminescence, 1 h | 290,000 compounds, 0.37% hits | Potency, µM (doses to about 57.5 µM), without a hit: at the highest dose activity change, negative = inhibition, hits mostly inhibitors
Target sequence (Q27686 whole entry, looked up): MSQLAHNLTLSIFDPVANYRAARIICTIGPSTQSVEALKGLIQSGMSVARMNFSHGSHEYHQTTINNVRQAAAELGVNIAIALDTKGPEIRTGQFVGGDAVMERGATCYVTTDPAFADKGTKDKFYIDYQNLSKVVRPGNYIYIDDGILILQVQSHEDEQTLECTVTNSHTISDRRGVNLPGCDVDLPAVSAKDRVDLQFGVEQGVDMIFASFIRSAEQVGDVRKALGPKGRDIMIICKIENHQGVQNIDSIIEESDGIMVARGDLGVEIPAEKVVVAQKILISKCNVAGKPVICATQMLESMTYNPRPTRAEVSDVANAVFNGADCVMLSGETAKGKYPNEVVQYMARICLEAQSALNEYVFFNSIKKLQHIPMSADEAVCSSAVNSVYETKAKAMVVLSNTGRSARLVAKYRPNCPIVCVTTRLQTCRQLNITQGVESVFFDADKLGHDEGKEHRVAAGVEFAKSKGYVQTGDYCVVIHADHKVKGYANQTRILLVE
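Purified LmPK (0.1 nM) converted ADP (0.1 mM) to ATP with PEP (0.5 mM) in imidazole buffer pH 7.2 with KCl and MgCl2, 1 h at room temperature. ATP was read by Kinase-Glo luminescence; data normalized to uninhibited and no-enzyme controls.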
Numbers without * were called inactive; ? = inconclusive; · = no result given; & = joins results of further samples; [ ] = remark or other dose. Calls follow the shape of the dose curve; as a rule, active = well fitted curve in the direction sought with a large enough effect; inconclusive = small, poorly fitted or top-dose-only effect, or another doubt; inactive = no such curve, though single readings can be large; an effect the other way counts as inactive or inconclusive. % is scaled to controls: 0 for no effect and ±100 for the full control effect; potency is read from the fitted curve at half-maximal effect.

Preview (2 entries):
SMILES	Sm TGR block	Pf growth 96h	Tb PYK inh	HCV inhibitor	Pf growth 48h	LmPK inhibitor
N#CC1=C(N)NC(SCc2ccccc2)=C(C#N)C12CCCC2	-9%	?	7%	-9%	?	1%
COc1ccccc1C(=O)N1CCc2ccccc21	?	-17%	3%	-27%	-10%	-2%

The listing (from the top)
SMILES	Sm TGR block	Pf growth 96h	Tb PYK inh	HCV inhibitor	Pf growth 48h	LmPK inhibitor
N#CC1=C(N)NC(SCc2ccccc2)=C(C#N)C12CCCC2	-9%	?	7%	-9%	?	1%
COc1ccccc1C(=O)N1CCc2ccccc21	?	-17%	3%	-27%	-10%	-2%
O=C1c2ccccc2C(O)(c2ccccc2)N1c1ccncc1 (centres undefined)	-5%	?	-16%	20%	12µM*	0%
Cc1ccc(NCN2C(=O)c3ccccc3C2=O)c(C)c1	8%	-1%[5.75 µM]	-4%	18%	1%	4%
O=C(OCC(=O)c1ccc([N+](=O)[O-])cc1)/C(=C\c1ccc(Cl)cc1)NC(=O)c1ccccc1	-8%	5%	1%	-21%	15%	8%
CC1=NN(C(N)=S)C(=O)C1N=Nc1ccc(S(N)(=O)=O)cc1 (centres undefined)	-25%	25%	-2%	12%	6%	-5%
COc1cc(-c2nnc(SCc3cc(=O)oc4cc(C)ccc34)o2)cc(OC)c1OC	-2%	?	5%	?	?	2%
NC(=O)CC(NC(=O)c1ccccc1)c1ccc(N2CCN(c3ccc(F)cc3)CC2)c([N+](=O)[O-])c1 (centres undefined)	-1%	58%[activator]	4%	11µM*	39%[activator]	-5%
COc1ccc(C2C(C(=O)N3CCOCC3)CCC(=O)N2c2ccc(OC)cc2)cc1 (centres undefined)	-1%	0%	2%	0%	?	-2%
Cc1cccc(CSCc2ccc(C(=O)NCC3CCCO3)o2)c1 (centres undefined)	3%	-10%	-9%	-1%	9%	-5%
Cc1ccc(CNC(=O)C2CCCN(S(=O)(=O)N3CCC(C)CC3)C2)cc1 (centres undefined)	2%	-13%	2%	10%	?	0%
O=C(Nc1ccc(F)cc1)C1CCCN(c2cnccn2)C1 (centres undefined)	4%	2%	1%	-26%	24%	6%
CCCCCCCCC(=O)N/N=C/c1cccc(Br)c1	-5%	22%	0%	?	10%	3%
O=P(C(=Nc1ccc(Cl)cc1)N1CCOCC1)(N1CCOCC1)N1CCOCC1	1%	?	-17%	13%	-30%	-5%
O=C(CSc1nc2c(sc3ccccc32)c(=O)n1Cc1ccccc1)NCC1CCCO1 (centres undefined)	3%	-8%	·	-19%	·	-10%
CC1CCCCN1CC(=O)c1c(N)n(Cc2ccccc2)c(=O)n(C)c1=O (centres undefined)	3%	1%	-3%	16%	-20%	4%
CCN(CC)c1nc(C)c(C(C)=O)cc1C#N	-19%	·	-8%	-3%	9%	-16%
COc1ccc(-c2nc(C#N)c(N3CCCCCC3)o2)cc1	2%	·	-4%	?	?	6%
Cn1c(Cc2cccs2)nnc1SCC(=O)Nc1ccccc1F	2%	1%	1%	14%	?	·
COc1ccc(NC(=S)Nc2cc(S(=O)(=O)N3CCCCC3)ccc2OC)cc1	-21%	?	·	9%	?	5%
CC(C)N(C(=O)COC(=O)c1cccc(C(=O)OCC(=O)N(C(C)C)C(C)C)n1)C(C)C	-2%	63%[activator]	-5%	8%	17%	0%
O=C1C(=Cc2cccn2-c2ccc(O)cc2)C(=O)c2ccccc21	-15%	48%[activator]	-8%	22%	41%[activator]	5%
CC(/C=C/c1ccc2c(c1)OCO2)=N\NC(=O)c1ccccc1	-5%	-15%	1%	-27%	26%	2%[11.5 µM]
Cc1ccc(C)c(N2CCN(C(=O)Cc3ccc(NC4=NC5CS(=O)(=O)CC5S4)cc3)CC2)c1 (centres undefined)	-15%	?	0%	9%	-2%	-3%
COc1ccc2c(c1)CC1(CN2C)C(=O)NC(=O)N(CCc2ccccc2)C1=O (centres undefined)	40µM*	0%[5.75 µM]	-9%	-1%	-12%	-4%
CCCN1CCN(CCCNC(=O)c2ccc3c(Cl)c4c(nc3c2)CCCC4)CC1	-25%	45%[activator]	-4%	?	?	-2%
COC(=O)Cn1cnc2c(oc3ccccc32)c1=O	-10%	47%[activator]	2%	21%	46%[activator]	-2%
ClCC1CO1 (centres undefined)	·	3%	0%	·	12%	·
Oc1ccc(C(c2nnnn2C2CCCCC2)N2CCOCC2)cc1 (centres undefined)	2.8µM*	?	-16%	16%	-5%	4%
Cc1nn(C(=O)Cn2cc([N+](=O)[O-])cn2)c(C)c1Cl	-11%	-23%	0%	4%	-16%[5.75 µM]	2%
COC(=O)c1c(NC(=O)c2ccc(Br)o2)sc(C)c1C	-22%	·	-18%	?	56%[activator]	0%
CC(=O)c1cccc(S(=O)(=O)NCCC(=O)NC2CCCCCC2)c1	-1%	14%	-20%	-5%	29%	·
CCOC(=O)c1ccc(NC(=O)c2nc[nH]c2C(=O)NCCCCCNC(=O)OC(C)(C)C)cc1	0%	?	-5%	18%	?	4%
COc1cc(NC(=O)c2ccc(C)cc2)c(OC)cc1NC(=O)CN1CCCCC1	-15%	?	1%	?	?	4%
CCN(CC)CCn1c2ccc(F)cc2c2nc(C)sc21	-15%	·	6%	?	-13%	-2%
COc1cccc(NC(=O)CN2CCC(C)CC2)c1	-13%	136%[activator]	·	8%	·	-2%

Overlap with the part before: five entries; new compounds follow.
SMILES	Sm TGR block	Pf growth 96h	Tb PYK inh	HCV inhibitor	Pf growth 48h	LmPK inhibitor
CC(=O)c1cccc(S(=O)(=O)NCCC(=O)NC2CCCCCC2)c1	-1%	14%	-20%	-5%	29%	·
CCOC(=O)c1ccc(NC(=O)c2nc[nH]c2C(=O)NCCCCCNC(=O)OC(C)(C)C)cc1	0%	?	-5%	18%	?	4%
COc1cc(NC(=O)c2ccc(C)cc2)c(OC)cc1NC(=O)CN1CCCCC1	-15%	?	1%	?	?	4%
CCN(CC)CCn1c2ccc(F)cc2c2nc(C)sc21	-15%	·	6%	?	-13%	-2%
COc1cccc(NC(=O)CN2CCC(C)CC2)c1	-13%	136%[activator]	·	8%	·	-2%
Cc1ccc(S(=O)(=O)Nc2c(C)n(C)n(-c3ccccc3)c2=O)cc1	5%&0%	2%&-6%	-3%&0%	27%&3%	3%	3%&-8%
CN(C)/C=C(/C(=O)c1ccc(Cl)cc1Cl)S(=O)(=O)c1ccccc1	3%	-6%	-11%	17%	-11%	2%
CC(CNC(=O)Cn1ccc2cc(S(=O)(=O)N3CCCC3)ccc21)c1ccccc1 (centres undefined)	0%	?	-3%	?	?	-2%
CC(C)Oc1ccc(C(=O)Nc2ccc(N3CCCCC3)cc2)cc1	4%	?	-1%	-14%	?	3%
O=C(COC(=O)c1ccc(Cl)c(S(=O)(=O)N2CCCC2)c1)NC1CCCCC1	-1%	3%	3%	14%	-17%	0%
CC(=O)c1cccc(NC(=O)C2CCCCC2)c1	0%	1.5µM*	-5%	0%	8%	1%
CC(=O)Nc1c(O)nc(SCC(=O)Nc2sc3c(c2C#N)CCCCCC3)[nH]c1=O	-10%	-20%	1%	-1%	·	2%
CC1(NC(=O)Nc2cc([N+](=O)[O-])ccc2O)CCS(=O)(=O)C1 (centres undefined)	-15%	22%	3%	2%	-1%	·
CCN(CC(=O)Nc1ccc2c(c1)OCCO2)Cc1cc(=O)oc2cc(C)c(C)cc12	-2%	130%[activator]	-4%	?	?	-4%
COc1ccc(C(=O)Nc2ccc(Cl)cc2F)cc1S(=O)(=O)N1CCCC1	-3%	9.3µM*	1%	?	12µM*	·
CC1(C)Cc2nc3sc4c(N5CCCC5)nnnc4c3cc2CO1	2%[57.1 µM]	41%[activator]	·	·	?	-7%
O=C(C1CC(=O)N(c2ccc3c(c2)OCCO3)C1)N1CCN(c2ccccc2)CC1 (centres undefined)	-6%	20%	-1%	-4%	72%[activator]	-9%
O=C(CCN1CCN(c2ccccc2)CC1)N/N=C/c1ccc([N+](=O)[O-])o1	32µM*	10µM*	-1%	?	?	4%
COc1cc(-c2c(-c3ccc4c(c3)OCO4)noc2C)ccc1F	4%	-10%	3%	?	-13%	-1%
Cc1ccc2sc(NC(=O)CN3C(=O)c4ccccc4C3=O)nc2c1C	-11%	15%	1%	24%	9%	8%
CC(C(=O)Nc1ccc2c(c1)OCO2)c1ccc([N+](=O)[O-])cc1 (centres undefined)	-9%	?	-4%	13%	2.3µM*	-3%
CC(C)(C)NC(=O)Cn1c(SCC(N)=O)nc2ccccc21	-1%	-17%	-14%	2%	-4%	-9%
COc1cc(NC(=O)COC(=O)CNC(=O)C23CC4CC(CC(C4)C2)C3)cc(OC)c1	0%	-4%	-2%	-1%	2%	·
Cn1nccc1C(=O)NC1CCCc2c1cnn2-c1ccccc1F (centres undefined)	-28%	?	6%	0.89µM*	-5%	-12%
CCNc1nc(NC(C)C)nc(NC(C)(C)C)n1	·	?	-1%	?	3.3µM*	-1%
CC(=O)N1N=C2C3CCN(CC3)C2C1c1cccc2ccccc12 (centres undefined)	-7%	65%[activator]	0%	-2%[8.37 µM]	0%	-5%
O=C1/C(=C\Nc2ccc(Cl)cc2)CCN1c1ncccn1	16µM*	224%[activator]	-24%	4%	203%[activator]	-11%
O=c1[nH]c(CNCc2cccnc2)nc2ccccc12	-4%	-7%	1%	12%	10%	-2%
CC1(C)NC(=O)N(CCOCCOc2c(Cl)cc(Cl)cc2Cl)C1=O	4%	-11%	4%	1%	·	4%
Cc1noc(C(=O)Nc2cccc(Cl)c2)c1Cl	-30%	9.3µM*	-10%	-11%	109%[activator]	-7%
CCC(O)C1CCN(C(=O)c2ccc(OC3CCN(Cc4ccccn4)CC3)cc2)CC1 (centres undefined)	?	-2%	9%	12%	?	-5%
COc1ccc(S(=O)(=O)Nc2ccc3c(c2)n(C)c(=O)n3C)cc1OC	4%	17%	7%	3.2µM*	25%	11%
Clc1ccc(CSc2ncn[nH]2)cc1	14%	26%	-4%	-2%	34%[activator]	-10%
CS(=O)(=O)N1CCC(C(=O)NCc2ccncc2)CC1	1%	20%	1%	-6%	-3%	-1%
